# PP5 inh = blocks human protein phosphatase 5 activity; 0.18% of 320,000 active; P53041; inhibition, % at 6.7 µM; purified PP5c, OMFP substrate fluorescence;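 active = inhibition above the campaign's mean inhibition across all tested compounds plus 3 SD, cut at about 9.5% in these data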;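 note: 0% = DMSO only and 100% = 100 µM cantharidin control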
# PREPL inh = inhibitors of human prolyl oligopeptidase-like enzyme PREPL. recombinant PREPL, fluorescence polarization activity-based probe. inhibition, % at 5.96 µM. AID 2751. Q4J6C6. 0.68% of 320,000 active; in the data active = inhibition above about 43%;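 note: 0% = enzyme with DMSO and 100% = wells lacking enzyme; many of its hits are not listed in these tables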
# Target sequence (Q4J6C6 whole entry, looked up): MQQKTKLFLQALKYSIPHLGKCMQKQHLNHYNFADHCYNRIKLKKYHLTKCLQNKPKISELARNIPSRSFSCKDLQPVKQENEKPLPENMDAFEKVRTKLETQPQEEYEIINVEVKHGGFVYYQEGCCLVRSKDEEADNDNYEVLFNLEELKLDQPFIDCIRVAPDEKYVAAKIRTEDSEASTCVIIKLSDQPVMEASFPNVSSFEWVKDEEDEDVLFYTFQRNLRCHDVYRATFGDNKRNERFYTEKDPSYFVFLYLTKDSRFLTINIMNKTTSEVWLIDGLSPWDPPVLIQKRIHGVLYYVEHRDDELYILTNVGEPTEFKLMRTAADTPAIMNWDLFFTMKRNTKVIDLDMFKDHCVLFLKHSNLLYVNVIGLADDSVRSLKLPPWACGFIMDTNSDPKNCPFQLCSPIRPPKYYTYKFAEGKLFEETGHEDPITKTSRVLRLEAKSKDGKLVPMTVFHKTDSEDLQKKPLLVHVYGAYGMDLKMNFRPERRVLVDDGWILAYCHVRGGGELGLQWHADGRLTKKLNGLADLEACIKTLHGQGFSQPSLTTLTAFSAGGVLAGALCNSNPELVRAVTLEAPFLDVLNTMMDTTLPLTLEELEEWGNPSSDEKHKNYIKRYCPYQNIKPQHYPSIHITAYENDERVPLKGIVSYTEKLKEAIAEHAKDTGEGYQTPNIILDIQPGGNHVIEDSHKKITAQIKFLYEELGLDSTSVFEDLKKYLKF
# TPT1 inh = inhibitors of Candida albicans tRNA 2'-phosphotransferase TPT1; recombinant caTPT1, FP RNA substrate dephosphorylation; 0.81% of 300,000 active; inhibition, % at 5 µM;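 active = inhibition above the mean of all tested compounds plus 3 SD, set per screening campaign, cut at about 24% in these data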;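 note: plate controls were DMSO alone for no effect and ferristatin control at 100 nM for full effect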
# EBNA-1 inh = blocks EBNA-1 binding to DNA. EBNA-1 DNA binding, fluorescence polarization. inhibition, % at 14.8 µM. 0.34% of 300,000 active. AID 1950; in the data active = inhibition above about 28%
# Efflux pump inh = antifungal efflux pump inhibition, Nile Red retention | S. cerevisiae Candida pump triplex | 0.44% of 330,000 active | inhibition, % at 10 µM;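 active = plate passing quality check with inhibition over a set limit, or well fluorescence over plate mean plus 4 SD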;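 note: Nile Red retained in pooled yeast measured as flow cytometry median fluorescence; 0% = buffer negative control and 100% = Enniatin B positive control; higher means more Nile Red kept so more efflux inhibition; some compounds called inactive have numbers as strong as hits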
# Fh CTSL1 inh = counter-screen for PFM18AAP inhibitors: inhibitors of F. hepatica cathepsin L1 | recombinant F. hepatica cathepsin L1, Z-Leu-Arg-MCA fluorescence | 0.49% of 300,000 active | inhibition, % at 5.96 µM;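 active = inhibition above the mean of all tested compounds plus 3 SD, set per screening campaign, cut at about 17% in these data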;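 note: 0% = plate median of test compound wells and 100% = 1 µM Z-Phe-Ala-diazomethylketone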
# HCV core dimer = HCV core protein dimerization inhibition | TR-FRET GST/Flag-core106 dimerization, 1536-well | inhibition, % at 5 µM | 0.33% of 300,000 active | AID 1899;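 active = inhibition above the mean of all tested compounds plus 3 SD, set per screening campaign, cut at about 45% in these data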
#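 Material: Tagged HCV core106 pair (GST and Flag) | Amount: GST-core106 13.5 nM, Flag-core106 17 nM | Medium: KF-containing HEPES buffer, pH 7.45, DTT, CHAPS, BSA | Reagent: Eu donor and XL665 acceptor anti-tag antibodies | Schedule: 4 h at 22.5 °C | Technique: Time-resolved FRET, ex 340 nm, em 617 and 671 nm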
# ZTA counter = blocks Epstein-Barr virus ZTA, an EBNA-1 counter-screen; P03206; ZTA-DNA binding, fluorescence polarization; inhibition, % at 11 µM; 0.15% of 320,000 active; AID 2234; in the data active = inhibition above about 33%
# PP1 counter = counter-screen for PP5 inhibitors: inhibitors of human PP1-alpha; P62136; purified PP1alpha, OMFP fluorescence; inhibition, % at 6.7 µM; 0.9% of 320,000 active; AID 2235;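 active = inhibition above the mean inhibition of all tested compounds plus 3 SD, computed separately for each screening campaign, cut at about 15% in these data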
# Target sequence (P62136 whole entry, looked up): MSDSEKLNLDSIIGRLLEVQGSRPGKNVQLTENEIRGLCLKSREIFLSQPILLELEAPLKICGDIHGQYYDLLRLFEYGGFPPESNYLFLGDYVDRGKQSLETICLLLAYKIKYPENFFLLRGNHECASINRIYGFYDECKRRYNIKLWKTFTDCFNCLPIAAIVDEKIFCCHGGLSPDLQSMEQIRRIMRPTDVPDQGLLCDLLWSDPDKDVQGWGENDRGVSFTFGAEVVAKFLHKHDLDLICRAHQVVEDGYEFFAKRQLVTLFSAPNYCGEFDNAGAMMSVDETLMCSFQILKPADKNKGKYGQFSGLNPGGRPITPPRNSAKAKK
# Starred values were filed as active, the others as inactive; . = no result given. The list is partial, so the mix of outcomes need not match the whole.
no.	SMILES	PP5 inh	PREPL inh	TPT1 inh	EBNA-1 inh	Efflux pump inh	Fh CTSL1 inh	HCV core dimer	ZTA counter	PP1 counter
1	Cc1c(C(=O)O)oc2ccc3c(c12)C(O)CC(C)(C)O3 (centres undefined)	1.2	-5	2	-9	-0.1	0	-9	5	-4
2	C=CCO/N=C/C1C(=O)CC(C)(C)CC1=O	2.5	8	0	-3	0.0	1	-10	13	-2
3	O=C(O)c1ccc(-n2cccc2/C=C2/SC(=O)N(CC(=O)N3CCCC3)C2=O)cc1	3.0	-4	4	4	0.0	-2	-1	3	5
4	COc1ccc(Cl)cc1NC(=O)CN(C)C(=O)c1sc2ccccc2c1Cl	6.0	-18	.	.	-0.2	.	.	3	4
5	COc1cccc(CNC(=O)c2ccc(C)c(S(=O)(=O)N3CCCCC3)c2)c1	0.9	-7	3	5	0.0	-2	2	10	-5
6	COc1ccc(C2=C(c3ccc([N+](=O)[O-])cc3)C(=O)OC2)cc1	1.1	-3	4	-5	0.0	1	6	-11	-3
7	O=C1c2ccccc2C(=O)N1Nc1ccc([N+](=O)[O-])cc1[N+](=O)[O-]	3.2	11	3	-11	0.1	0	-13	-12	-1
8	CCOC(=O)C1(Cc2cccc(OC)c2)CCCN(C(=O)CCN2CCCO2)C1 (centres undefined)	-0.8	8	-2	-1	0.0	-1	-6	-6	0

# Carrying on.
no.	SMILES	PP5 inh	PREPL inh	TPT1 inh	EBNA-1 inh	Efflux pump inh	Fh CTSL1 inh	HCV core dimer	ZTA counter	PP1 counter
9	COC(=O)C1=C(C)NC(=O)CC1c1cc2c(cc1Br)OCO2 (centres undefined)	4.2	-14	0	-13	0.1	0	3	-11	-1
10	Cc1csc(NC(=O)CSc2ccccc2F)n1	-4.1	-2	-2	-5	0.2	-9	10	0	-1
11	O=C(Nc1c(O)c2ccccc2[nH]c1=O)c1ccco1	-0.7	-4	-3	0	-0.1	1	-1	5	0
12	O=S(=O)(NCCN1CCOCC1)c1cccc(C(F)(F)F)c1	0.2	8	0	-3	-0.2	0	-17	-7	0
13	COCCNC(=O)CSc1ccccc1C(=O)NC1CCSc2ccccc21 (centres undefined)	-0.7	13	1	-2	-0.1	-2	-3	3	0
14	CCCCC1CCC(c2ccc(C(N)=O)cc2)CC1 (centres undefined)	-0.5	-6	-2	-11	0.0	0	-13	-12	0
15	CC1(C)CC(CC(=O)Nc2nccs2)(c2ccccc2)CCO1 (centres undefined)	1.1	-2	1	2	3.4	1	4	12	-2
16	CCOC(=O)c1[nH]c2cc(OC)c(OC)cc2c1N	3.0	9	2	4	0.1	-1	-30	5	-2

# Later entries
no.	SMILES	PP5 inh	PREPL inh	TPT1 inh	EBNA-1 inh	Efflux pump inh	Fh CTSL1 inh	HCV core dimer	ZTA counter	PP1 counter
17	Cc1ccc(Nc2nnns2)cc1C	1.9	-3	2	2	0.1	-2	-2	-4	-1
18	CC(=O)NC(O)C(=O)c1ccco1 (centres undefined)	-0.6	3	-3	-8	-0.1	-1	-3	-6	-4
19	O=C(c1cccc(N2CCCC2=O)c1)N1CCN(c2ccccc2)CC1	1.9	10	0	8	-0.2	-2	1	3	-3
20	Cc1nc2cc(C(F)(F)F)ccc2n1C1CCN(CC(=O)N2CCOCC2)CC1	1.4	-9	-5	11	-0.1	-2	-6	-2	3
21	CC(Sc1sc(=S)sc1SC(C)C(=O)O)C(=O)O (centres undefined)	0.1	7	0	11	-0.2	-3	3	-8	-3
22	CCN(CC)C(=O)C1=C(C)NC(=O)NC1c1ccccc1F (centres undefined)	4.0	-8	-18	10	-0.1	-1	-5	0	-8
23	O=C(NC1=NCCS1)c1cccc(NC(=O)c2ccco2)c1	-3.4	-1	-2	-6	0.1	1	-13	10	-3
24	CC(Oc1ccc(Cl)cc1Cl)C(=O)NCc1ccncc1 (centres undefined)	3.5	-29	-1	-1	0.3	0	-2	-1	-4

# (continued)
no.	SMILES	PP5 inh	PREPL inh	TPT1 inh	EBNA-1 inh	Efflux pump inh	Fh CTSL1 inh	HCV core dimer	ZTA counter	PP1 counter
25	COc1cccc(N(CC(=O)N2CCc3ccccc3C2)S(C)(=O)=O)c1	0.5	-11	-4	8	-0.2	-2	-2	-6	-1
26	CCN(CC)c1ccc(C=C2C(=O)OC3(CCCCC3)OC2=O)cc1	0.6	-39	101*	2	0.2	-5	7	7	0
27	CCOC(=O)c1cnc2c(CC)cccc2c1NCCCN1CCOCC1	-2.2	14	2	-12	0.1	1	-5	4	1
28	Cn1c(=O)n(C)c2cc(N3CCCC3)c(NC(=O)c3cccc(F)c3)cc21	2.4	3	0	3	-0.1	0	-16	3	3
29	O=C1c2ccccc2C(=O)N1CC(O)COCc1ccccc1 (centres undefined)	2.8	12	3	-2	0.3	-2	0	-13	1
30	COc1ccc(CN(C)CC(O)COc2ccc(-c3ccccc3)cc2)cc1OC (centres undefined)	3.6	-34	-3	20	0.0	1	5	-3	-2
31	CC(CCc1ccccc1)NC(=O)C(=O)NCCc1ccccc1 (centres undefined)	0.2	4	2	-1	0.0	0	-9	-12	1
32	COc1ccccc1N(C(=O)c1cncc(Br)c1)c1nc(-c2ccc(C)cc2)cs1	4.1	6	-6	-10	0.1	1	-28	-24	11

# Next part.
no.	SMILES	PP5 inh	PREPL inh	TPT1 inh	EBNA-1 inh	Efflux pump inh	Fh CTSL1 inh	HCV core dimer	ZTA counter	PP1 counter
33	NC(=O)CSc1c[nH]c2ccccc12	3.1	8	0	-4	0.0	-1	-2	5	1
34	COc1ccc(NS(=O)(=O)c2cccc(C(=O)NNC(=O)CNC(=O)c3ccccc3)c2)cc1	4.6	2	-3	-2	-1.4	-7	3	-17	-2
35	N#Cc1cnn2c1nc(N1CCOCC1)c1ccccc12	-1.5	4	-3	14	0.0	6	3	-1	-4
36	COC(=O)COc1nsnc1N1CCOCC1	0.7	-13	-1	9	0.0	-2	-2	-4	-2
37	CCOc1ccccc1N(CC(=O)Nc1ccc2c(c1)OCCO2)S(C)(=O)=O	2.4	10	-4	9	-0.1	-2	-7	-17	-3
38	Cc1ccc(C(=O)NC2CC(=O)N(c3ccc4c(c3)OCCO4)C2)cc1[N+](=O)[O-] (centres undefined)	0.3	1	-2	-6	0.0	0	-4	-14	-3
39	COc1ccc(-c2cc(C#N)nc(Cl)n2)cc1	-0.6	-2	0	-8	0.0	1	4	5	-1
40	COc1ccc(C2(O)CCN(CC(=O)Nc3nc(-c4ccccc4)cs3)CC2)cc1	0.3	-22	0	10	-0.1	3	-1	6	-5

# More results.
no.	SMILES	PP5 inh	PREPL inh	TPT1 inh	EBNA-1 inh	Efflux pump inh	Fh CTSL1 inh	HCV core dimer	ZTA counter	PP1 counter
41	CC(=O)NC(CCS(C)(=O)=O)C(=O)Nc1cccc(C)c1C (centres undefined)	-2.9	-5	-6	-1	0.1	-4	6	17	5
42	N#Cc1cccc(C(c2nnnn2Cc2ccccc2)N2CCCC2)c1 (centres undefined)	-0.6	5	1	1	0.1	-2	-1	3	-2
43	O=C(CCC1CCCNC1)c1ccccc1 (centres undefined)	1.4	7	-2	-4	-0.1	7	5	11	-1
44	O=c1c2cc(Br)ccc2[nH]c(=S)n1Cc1cccnc1	3.2	-10	3	16	0.0	-2	0	4	-1
45	ClC1(Cl)CC1Cn1cnc2ccccc21 (centres undefined)	0.8	8	2	-7	0.5	0	-12	12	-2
46	COc1ccc(N2CCN(C(=O)CSc3ncccc3-c3nc4ccccc4[nH]3)CC2)cc1	2.8	42	13	-13	0.1	-2	11	-9	-3
47	CC(Sc1nnc(C(C)N(C)C)n1-c1ccc(Cl)cc1)C(=O)Nc1ccc2c(c1)OCO2 (centres undefined)	-0.6	20	-1	3	0.0	-1	35	5	4
48	CC1=NN(c2ccccc2)C(=O)/C1=C/c1c(O)n(-c2ccc(F)cc2)[nH]c1=O	6.6	19	-2	10	0.0	10	-10	-6	11

# Nine of the compounds above, with values under each structure.
# Value order: PP5 inh, PREPL inh, TPT1 inh, EBNA-1 inh, Efflux pump inh, Fh CTSL1 inh, HCV core dimer, ZTA counter, PP1 counter
40. COc1ccc(C2(O)CCN(CC(=O)Nc3nc(-c4ccccc4)cs3)CC2)cc1
  0.3, -22, 0, 10, -0.1, 3, -1, 6, -5
41. CC(=O)NC(CCS(C)(=O)=O)C(=O)Nc1cccc(C)c1C (centres undefined)
  -2.9, -5, -6, -1, 0.1, -4, 6, 17, 5
42. N#Cc1cccc(C(c2nnnn2Cc2ccccc2)N2CCCC2)c1 (centres undefined)
  -0.6, 5, 1, 1, 0.1, -2, -1, 3, -2
43. O=C(CCC1CCCNC1)c1ccccc1 (centres undefined)
  1.4, 7, -2, -4, -0.1, 7, 5, 11, -1
44. O=c1c2cc(Br)ccc2[nH]c(=S)n1Cc1cccnc1
  3.2, -10, 3, 16, 0.0, -2, 0, 4, -1
45. ClC1(Cl)CC1Cn1cnc2ccccc21 (centres undefined)
  0.8, 8, 2, -7, 0.5, 0, -12, 12, -2
46. COc1ccc(N2CCN(C(=O)CSc3ncccc3-c3nc4ccccc4[nH]3)CC2)cc1
  2.8, 42, 13, -13, 0.1, -2, 11, -9, -3
47. CC(Sc1nnc(C(C)N(C)C)n1-c1ccc(Cl)cc1)C(=O)Nc1ccc2c(c1)OCO2 (centres undefined)
  -0.6, 20, -1, 3, 0.0, -1, 35, 5, 4
48. CC1=NN(c2ccccc2)C(=O)/C1=C/c1c(O)n(-c2ccc(F)cc2)[nH]c1=O
  6.6, 19, -2, 10, 0.0, 10, -10, -6, 11

# Continuation.
no.	SMILES	PP5 inh	PREPL inh	TPT1 inh	EBNA-1 inh	Efflux pump inh	Fh CTSL1 inh	HCV core dimer	ZTA counter	PP1 counter
49	CN(C)S(=O)(=O)c1cccc(NC(=O)CNCC2CCCCC2)c1	2.9	0	1	-10	0.0	-10	-2	-2	-5
50	Cc1ccc(Oc2nc3ccccn3c(=O)c2/C=C(\C#N)C(=O)NC2CCS(=O)(=O)C2)c(C)c1 (centres undefined)	1.5	9	-3	-2	0.4	1	8	7	1
51	O=C(Nc1cccnc1)c1ccc(F)c(S(=O)(=O)N2CCOCC2)c1	-5.1	-3	3	-14	0.5	-5	-9	-4	-4
52	O=C(COC(=O)c1cccc(NS(=O)(=O)c2ccc(F)c(F)c2)c1)NC(=O)NC1CCCC1	2.5	3	2	6	-0.1	-3	5	17	-1
53	CCOc1cc2c(cc1/C=C(/C#N)c1ccc(C(=O)O)cc1)OCO2	3.5	-9	-2	-15	0.0	3	-3	-8	2
54	Cc1nc2ccc(S(=O)(=O)NCC(=O)N3CCc4ccccc43)cc2s1	1.9	-18	1	-14	-0.1	-5	1	1	-5
55	COc1cc(C(=O)N(Cc2ccc(F)cc2)C2CCS(=O)(=O)C2)cc(OC)c1OC (centres undefined)	-1.8	-1	4	11	0.0	1	0	24	-1
56	CC1=C(C(=O)OC(C)(C)C)C(c2cccc3ccccc23)NC(=O)N1 (centres undefined)	4.2	15	1	9	0.8	6	-2	-7	5

# The list goes on:
no.	SMILES	PP5 inh	PREPL inh	TPT1 inh	EBNA-1 inh	Efflux pump inh	Fh CTSL1 inh	HCV core dimer	ZTA counter	PP1 counter
57	Cc1cc(-c2csc3ncnc(N4CCN(C)CC4)c23)cc(C)c1C	6.4	14	-3	10	0.0	1	11	8	1
58	CCN(CC(=O)NCc1ccc(F)cc1)C(=O)/C=C/c1ccc(S(=O)(=O)N(CC)CC)cc1	0.7	1	-7	-5	0.1	3	4	13	1
59	CCc1ccc(NC(=O)CSc2nnc(COc3ccc4c(c3)CCCC4)o2)cc1	-1.5	6	-1	2	0.0	-5	-2	0	3
60	CN(C)C(CNC(=O)c1ccc(OCc2cn3ccccc3n2)cc1)c1ccco1 (centres undefined)	0.8	7	.	.	0.0	.	.	-9	2

# Assay outcomes: PubChem, several laboratories
